RAD52 anneal inh = blocks human RAD52 DNA annealing; recombinant RAD52 DNA annealing, FRET fluorescence; inhibition, % at 18.7 µM; 0.46% of 360,000 active; AID 651710;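 active = every replicate showing at least 50% inhibition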
S100A4 inh HTS = inhibitors of human S100A4 binding to myosin IIA peptide; S100A4/TAMRA-MyoIIA peptide fluorescence polarization; inhibition, % at 10.7 µM; 0.14% of 360,000 active; P26447;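 active = mean inhibition of at least 70% across replicates, with every replicate also reaching that level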
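Test system – S100A4 monomer (human) · Compound – single-point compound testing · Schedule – 5 min incubation before reading · Probe or stimulus – TAMRA-labelled myosin IIA heavy-chain peptide probe, 5 nM · Benchmarks – neutral control DMSO, positive control TFP · Medium – Calcium-containing HEPES buffer, pH 7.2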
RAD54 branch = inhibitors of human RAD54 branch migration | RAD54 Holliday junction branch migration, FAM/BHQ fluorescence | inhibition, % at 10.4 µM | 0.14% of 360,000 active | AID 602329;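 active = mean normalized replicate activity at least 40 and at least half of replicates scoring 40 or more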;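 also: 0% = median of neutral control wells and 100% = median of positive control wells; inhibitors cause a drop in the FAM fluorescence signal; in these data hits start at about 50%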
ERp5 block = inhibitors of human ERp5. Q15084. ERp5 insulin aggregation, absorbance 650 nm, 90 min. inhibition, % at 9.99 µM. 0.05% of 350,000 active;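 active = mean replicate inhibition above about 25%, with every replicate also reaching it, limit read from the data, passing the limit was not always enough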
Target sequence (Q15084 whole entry, looked up): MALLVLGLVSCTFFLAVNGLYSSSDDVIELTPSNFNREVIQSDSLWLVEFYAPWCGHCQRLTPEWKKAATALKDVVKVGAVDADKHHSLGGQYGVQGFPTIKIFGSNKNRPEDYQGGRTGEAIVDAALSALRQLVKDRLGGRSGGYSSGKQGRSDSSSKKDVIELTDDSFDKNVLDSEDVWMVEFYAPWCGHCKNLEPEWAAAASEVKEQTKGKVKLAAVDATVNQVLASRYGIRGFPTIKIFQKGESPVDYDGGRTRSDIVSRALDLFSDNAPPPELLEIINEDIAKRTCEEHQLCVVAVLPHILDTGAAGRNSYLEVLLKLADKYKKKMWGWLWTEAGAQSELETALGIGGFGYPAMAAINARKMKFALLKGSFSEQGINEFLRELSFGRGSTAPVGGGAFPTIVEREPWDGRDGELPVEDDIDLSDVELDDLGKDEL
ERAP1 HTS inh = inhibitors of human ERAP1 aminopeptidase | recombinant ERAP1, Leu-AMC fluorescence, 60 min | inhibition, % at 10.7 µM | 0.15% of 340,000 active;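 active = mean replicate inhibition of at least 30%, or all replicates individually reaching that 30% level; inactive = mean below 30% and not every replicate reaching it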;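 also: 0% = neutral control wells and 100% = L-leucinethiol positive control wells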
esBAF inh = SWI/SNF esBAF complex inhibition; mouse ES cells, Bmi1-luciferase knock-in reporter, 24 h; 100% = twice the neutral-well signal; reporter increase, % at 12.5 µM; 2% of 350,000 active; in the data active = activation above about 40%;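 also: 0% = median of the plate's neutral control wells and 100% = double that signal; a rise in the Bmi1 reporter signal indicates esBAF inhibition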
XiGFP reactiv = X-chromosome reactivation activator. XiGFP mouse fibroblasts, % GFP-positive cells imaging, 3 d; cells co-treated with 5-aza-dC sensitizer; scaled so ellipticine positive control = 100%. activation, % at 7.58 µM. 0.055% of 360,000 active;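 active = mean normalized replicate activation at least 10% and every replicate at or above 10%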;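 also: 0% = median of on-plate neutral control wells and 100% = ellipticine 6 µM median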
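Material: XiGFP fibroblasts, SV40-immortalized; Buffer or medium: DMEM containing 5-aza-dC; Compound dosing: single point; Times: 3 days compound exposure.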
E-sel inducer = E-selectin induction on HUVECs; 0.37% of 260,000 active; HUVEC E-selectin immunofluorescence imaging; normalized: neutral wells 0, TNF-alpha wells 100; activation, % at 7.58 µM; P16581; AID 686992;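 active = mean E-selectin-positive cell signal at least 10% of the positive control, reached in at least 60% of replicates, without over 20% cell loss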;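 also: in these data hits start at about 27%; measured in HUVEC primary endothelial cells; signal is the percent of cells scored E-selectin positive by PE staining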
Target sequence (P16581 whole entry, looked up): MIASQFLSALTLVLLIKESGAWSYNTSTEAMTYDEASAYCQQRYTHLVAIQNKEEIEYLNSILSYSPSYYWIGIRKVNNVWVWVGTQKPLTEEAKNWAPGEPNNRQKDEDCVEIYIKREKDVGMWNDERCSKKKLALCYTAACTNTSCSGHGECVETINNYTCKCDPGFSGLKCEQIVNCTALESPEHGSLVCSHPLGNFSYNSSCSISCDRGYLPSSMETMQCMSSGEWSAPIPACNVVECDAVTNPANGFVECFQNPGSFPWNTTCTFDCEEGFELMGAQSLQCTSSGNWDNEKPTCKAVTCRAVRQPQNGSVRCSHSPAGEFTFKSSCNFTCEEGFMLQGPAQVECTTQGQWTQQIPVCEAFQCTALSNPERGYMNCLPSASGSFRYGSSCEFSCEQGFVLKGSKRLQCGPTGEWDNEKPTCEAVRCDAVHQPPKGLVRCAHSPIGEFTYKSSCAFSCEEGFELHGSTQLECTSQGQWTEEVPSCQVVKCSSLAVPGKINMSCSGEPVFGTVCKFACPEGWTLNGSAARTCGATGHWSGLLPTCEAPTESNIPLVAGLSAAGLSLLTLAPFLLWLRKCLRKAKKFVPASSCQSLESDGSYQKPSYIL
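System: HUVEC, human umbilical vein endothelial cells; quantity: 3,000 cells/well; buffer or medium: EGM-2 medium, gelatin-coated wells; dosing: single-point compound dose; detection: immunofluorescence imaging; evaluation: % PE-positive cells; benchmarks: TNF-alpha, DMSO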
An asterisk follows results filed as active; · = not tested or not shown; & = joins results of further samples. Rows are unselected. About 2.5% of those tested had a hit in this group.

cpd	smiles	RAD52 anneal inh	S100A4 inh HTS	RAD54 branch	ERp5 block	ERAP1 HTS inh	esBAF inh	XiGFP reactiv	E-sel inducer
1	COc1ccc(C(=O)c2c(N)sc3c2CCN(C(=O)OC(C)(C)C)C3)cc1	-16	-2	-14	-8	-3	·	0.0	0.4
2	COCCn1c(SCC(=O)Nc2ccc(Cl)cn2)nc2ccccc21	-18	-2	-26	-9	1	0	·	·
3	C#CCOCCOCCOCCNc1nc(N2CCOCC2)nc(N2CCN(C(=O)[C@H](C)n3cc(CCCN=C(N)N)nn3)CC2)n1	1	-8	-15	-4	-8	-2	-0.1	-0.4
4	CC(C)NC(=O)N(C)C[C@H]1Oc2cc(C#Cc3cccc(F)c3)ccc2S(=O)(=O)N([C@H](C)CO)C[C@@H]1C	12	0	3	0	-2	-3	-1.0	-0.1
5	C=CCCN(C(CC(C)C)C(=O)OC)S(=O)(=O)c1cc(Br)ccc1Br (configuration not stated)	-8	0	-17	0	-1	-7	0.0	-0.7
6	CC(=O)Nc1ccc(S(=O)(=O)N2CCC(C(=O)NCc3ccco3)CC2)cc1	-12	-4	·	-6	0	·	0.4	·
7	Cc1ccc(S(=O)(=O)N(C)C[C@H]2Oc3cc(Br)ccc3S(=O)(=O)N([C@H](C)CO)C[C@@H]2C)cc1	1&-1&11	-2&-20&-1	1&4&1	0&10&3	-1&2&0	4&1&4	0.7&0.1	0.3&0.1
8	O=C(Nc1ccc(Br)cc1Cl)c1cnccn1	-13	-5	·	3	5	21	·	·
9	CC(C)NC(=O)N(C)C[C@H]1OCCCC[C@@H](C)Oc2ccc(NS(=O)(=O)c3cn(C)cn3)cc2C(=O)N([C@@H](C)CO)C[C@@H]1C	4	-3	1	-4	3	-5	0.0	·
10	CC(NC(=O)c1ccccc1NC(=O)c1ccccc1)C(=O)N1CCOCC1 (configuration not stated)	-7	-4	·	0	0	·	0.4	-0.2
11	OCC1(CCOc2ccccc2)CCN(Cc2nc3ccc(F)cc3[nH]2)CC1	-15	-2	·	1	-6	·	0.1	-0.1
12	CSc1ccccc1NC(=O)CN(C)CC(=O)Nc1ccc(N2CCOCC2)cc1	-7	0	·	-1	-3	·	0.3	-1.8
13	Cc1cc2ncc(S(C)(=O)=O)c(N)n2n1	-6	0	·	5	0	·	0.0	·
14	COC(=O)c1ccc(Cn2cc(/C=C\[N+](=O)[O-])c3ccccc32)o1	-39	-2	1	-3	2	0	0.7	·
15	O=C(CC1SC(=Nc2ccccc2)N(Cc2ccccn2)C1=O)Nc1cccc(Cl)c1 (configuration not stated)	-15	-5	-7	1	3	14	0.1	0.2
16	O=C(CCc1c[nH]c2ccccc12)NCc1ccncc1	-11	-2	11	3	1	-7	0.5	-0.1
17	CCC(=O)Nc1ccc2c(c1)C(=O)N(C)C[C@@H](OC)[C@@H](C)CN(C(=O)C1CC1)[C@@H](C)CO2	-2	-6	3	-5	0	2	-0.2	0.0
18	C[C@H](CO)N1C[C@H](C)[C@@H](CN(C)Cc2cncnc2)Oc2ncc(C#C[C@@H](C)O)cc2C1=O	-2	-5	-7	4	-3	-5	-0.8	-0.3
19	CCCCN1C(=O)N(c2ccc(Cl)cc2)C(C)(O)CC1(C)C (configuration not stated)	-5	-3	-3	2	-7	4	0.0	-0.1
20	COc1ccc(CCn2ccc(O)c(Cc3ccc(Cl)cc3)c2=O)cc1OC	-8	-1	-3	1	3	2	0.1	-2.9

Other results
cpd	smiles	RAD52 anneal inh	S100A4 inh HTS	RAD54 branch	ERp5 block	ERAP1 HTS inh	esBAF inh	XiGFP reactiv	E-sel inducer
21	O=C(COCc1cc(-c2cccs2)on1)NC1CCCCC1	-3	-2	-3	2	8	-7	0.1	·
22	Cc1ccc(N2CC(C(=O)N3CCC4(CC3)CC(=O)c3ccccc3O4)CC2=O)cc1 (configuration not stated)	-11	4	-2	-2	-4	9	0.2	·
23	CC(C)(C)OC(=O)C[C@H]1C/C=C\C[C@H](CC(=O)N[C@@H](CO)Cc2ccccc2)C(=O)N[C@H](C(C)(C)C)COC1=O	3	7	-3	4	-1	0	-0.1	-0.1
24	CN(C)S(=O)(=O)c1ccc(NC(=O)Cn2nc(-c3ccc4c(c3)OCCO4)ccc2=O)cc1	-10	-3	1	0	-1	-2	0.6	-0.7
25	COC(=O)C(Cc1ccc(O)cc1)NC(=O)C(C)NC(=O)c1ccc(C(C)(C)C)cc1 (configuration not stated)	11	-6	-3	-1	-3	-8	0.0	0.2
26	COc1cccc(S(=O)(=O)Nc2ccc3c(c2)OC[C@H](C)N(C(=O)Cc2cccnc2)C[C@H](C)[C@@H](OC)CN(C)C3=O)c1	-2	-17	·	-10	-3	·	-0.1	0.0
27	CC(Nc1[nH]c(=O)n(C)c(=O)c1N=O)c1ccccc1 (configuration not stated)	-9	0	-4	3	0	1	0.0	·
28	CCc1nc2ccc(C(=O)N3CCN(c4ccccc4)CC3)cn2c1N(C)CCC(C)C	-28	-6	0	-4	-2	-1	0.1	-3.5
29	CCCNC(=O)c1onc(CS(=O)(=O)c2cccc(OC)c2)c1C(=O)NCCC	-5	1	1	-2	2	-2	0.0	0.2
30	C[C@@H]1CN([C@@H](C)CO)C(=O)c2cc(NC(=O)Nc3cccc4ccccc34)ccc2O[C@@H](C)CCCCO[C@H]1CN(C)S(=O)(=O)c1ccc(F)cc1	3	10	·	4	-1	·	-0.1	1.1
31	CC(O)CCC(=O)NNC1CC(=O)N(c2ccccc2)C1=O (configuration not stated)	-28	-4	10	3	·	·	0.0	·
32	COCCn1c(SCC(=O)Nc2ccc3c(c2)OCCO3)nc2c(c1=O)SC(C)C2 (configuration not stated)	-12	-1	-1	5	-3	47*	0.1	0.2
33	CSc1ccc(CN(C)C(=O)c2cc(=O)[nH]c3ccccc23)cc1	-11	-1	6	3	2	7	0.1	·
34	CCC(CC)C(=O)N(CCc1ccc(OC)cc1)Cc1nc2ccccc2c(=O)[nH]1	-19	0	-8	2	1	-1	·	·
35	CCOc1ccccc1NC(=O)CSc1nnc(CCC(=O)Nc2ccccc2F)n1C	-4	4	-7	-4	1	-10	0.0	·
36	CO[C@@H]1CN(C)C(=O)c2cc(NC(=O)C3CC3)ccc2OC[C@H](C)N(Cc2cc(F)ccc2F)C[C@H]1C	-9	49	-7	0	-7	-3	0.0	0.1
37	COc1cccc(CNC(=O)COC(=O)c2cc([N+](=O)[O-])ccc2N2CCCC2)c1	-4	-1	8	-3	3	0	-0.2	·
38	Cc1ccc(C)c(NC(=O)CN(C)C(=O)CSC(C)C(=O)Nc2cc(C)on2)c1 (configuration not stated)	-3	0	-3	2	0	-2	-0.1	-0.2
39	O=C(c1ccccc1F)N1CC[C@H]2[C@H](CO)Nc3ccc(C#Cc4ccc(F)cc4)cc3[C@H]21	-9	24	·	-8	2	·	0.0	0.8
40	Cc1cc(C(=O)NCC(=O)Nc2c(C)cccc2C)c2ccccc2n1	0	0	-1	3	0	3	-0.1	-0.4

The list continues:
cpd	smiles	RAD52 anneal inh	S100A4 inh HTS	RAD54 branch	ERp5 block	ERAP1 HTS inh	esBAF inh	XiGFP reactiv	E-sel inducer
41	NC(=O)COC(=O)c1ccc2c(c1)S(=O)(=O)c1ccccc1C2=O	4	11	-3	3	-5	-3	0.0	-0.1
42	COc1ccc(-c2ccc([C@H]3[C@@H](C#N)N(C(=O)C4CCC4)[C@@H]3CO)cc2)cc1	-5	6	-4	-11	-1	11	0.1	-0.5
43	COc1ccc(CN2C[C@H](O)COC[C@@H]3O[C@H](CC(=O)N(C)C)CC[C@H]32)cc1	0	-1	6	-4	-1	4	0.3	-0.2
44	C[C@H]1CN([C@@H](C)CO)C(=O)c2cccc(NC(=O)C3CC3)c2O[C@@H]1CN(C)C	-1	-5	0	-3	-1	5	0.0	-4.7
45	CCOc1ccccc1N=C1SC(CC(=O)Nc2ccc(OC)cc2OC)C(=O)N1CCC1=CCCCC1 (configuration not stated)	-7	2	2	3	1	1	0.1	0.2
46	C[C@@H]1CN([C@@H](C)CO)C(=O)c2cc(NC(=O)Nc3ccc(C(F)(F)F)cc3)ccc2O[C@H]1CN(C)Cc1ccccc1	-7	2	4	-4	0	-1	-1.3	1.0
47	CCCNC(=O)N1CC2(CN(C(=O)C3CCCCC3)C2)c2c([nH]c3cc(OC)ccc23)[C@H]1CO	0	-8	·	9	3	·	0.3	-0.1
48	CN1C(=O)c2cc(NC(=O)c3cscn3)ccc2OC[C@@H]2O[C@@H](CC(=O)N3CCCCC3)CC[C@H]21	-13	-13	-2	12	-5	-1	0.1	0.2
49	COc1ccc(-c2cn3cc(C(F)(F)F)cc(Cl)c3n2)cc1	-4	0	·	0	4	·	0.0	0.2
50	Cc1ccc(C(=O)N2CCc3cc4c(cc3C2C)OCCCO4)cc1 (configuration not stated)	-18	-6	-2	17	2	5	0.0	·
51	CCOC(=O)c1ccc(NC(=O)CN2CCN(Cc3ccccc3)CC2)cc1	3	-5	·	-1	-1	·	0.0	·
52	COc1ccc(/C=C(/NC(=O)c2ccc(Br)o2)C(=O)Nc2cccc(C(=O)O)c2)cc1	-8	-1	-1	3	-17	16	0.1	0.1
53	O=C1C=C(c2ccc(Cl)c(C(F)(F)F)c2)C[C@@H](c2ccc(F)cc2)C1	2	-2	8	2	0	-69	0.0	0.0
54	COc1ccc(-c2nc3c4ccccc4ccn3c2CN2CCCCC2)cc1	0	-3	·	-5	-6	12	0.2	4.9
55	CC(C)(C)c1csc(NC(=O)Cc2ccc(S(=O)(=O)N3CCOCC3)s2)n1	-73	-2	·	-2	3	43*	-0.1	·
56	Cc1nc2c(C)cccc2cc1C(=O)N/N=C/c1cccc([N+](=O)[O-])c1	-22	-4	-1	3	0	3	-0.1	·
57	COc1ccc(NS(=O)(=O)c2ccc(S(=O)(=O)N(C)C)cc2)cc1S(N)(=O)=O	0	16	·	-2	-3	-4	-0.1	·

Sorted by molar mass (smallest number first): part of the list above.
cpd	smiles	RAD52 anneal inh	S100A4 inh HTS	RAD54 branch	ERp5 block	ERAP1 HTS inh	esBAF inh	XiGFP reactiv	E-sel inducer
49	COc1ccc(-c2cn3cc(C(F)(F)F)cc(Cl)c3n2)cc1	-4	0	·	0	4	·	0.0	0.2
41	NC(=O)COC(=O)c1ccc2c(c1)S(=O)(=O)c1ccccc1C2=O	4	11	-3	3	-5	-3	0.0	-0.1
53	O=C1C=C(c2ccc(Cl)c(C(F)(F)F)c2)C[C@@H](c2ccc(F)cc2)C1	2	-2	8	2	0	-69	0.0	0.0
44	C[C@H]1CN([C@@H](C)CO)C(=O)c2cccc(NC(=O)C3CC3)c2O[C@@H]1CN(C)C	-1	-5	0	-3	-1	5	0.0	-4.7
55	CC(C)(C)c1csc(NC(=O)Cc2ccc(S(=O)(=O)N3CCOCC3)s2)n1	-73	-2	·	-2	3	43*	-0.1	·
47	CCCNC(=O)N1CC2(CN(C(=O)C3CCCCC3)C2)c2c([nH]c3cc(OC)ccc23)[C@H]1CO	0	-8	·	9	3	·	0.3	-0.1
48	CN1C(=O)c2cc(NC(=O)c3cscn3)ccc2OC[C@@H]2O[C@@H](CC(=O)N3CCCCC3)CC[C@H]21	-13	-13	-2	12	-5	-1	0.1	0.2
45	CCOc1ccccc1N=C1SC(CC(=O)Nc2ccc(OC)cc2OC)C(=O)N1CCC1=CCCCC1 (configuration not stated)	-7	2	2	3	1	1	0.1	0.2
46	C[C@@H]1CN([C@@H](C)CO)C(=O)c2cc(NC(=O)Nc3ccc(C(F)(F)F)cc3)ccc2O[C@H]1CN(C)Cc1ccccc1	-7	2	4	-4	0	-1	-1.3	1.0
